Screening results from PubChem BioAssay.
rad50: NCI yeast anticancer drug screen, S. cerevisiae rad50 strain; % growth inhibition at 50 µM; 79,000 compounds, 10% hits;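 note: 0% = growth of vehicle-only cultures of the same strain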
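Relative growth inhibition (compound vs vehicle) was measured in yeast with a defined repair-gene alteration.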
mec2-1: NCI yeast anticancer drug screen, S. cerevisiae mec2-1 strain; AID 157; growth inhibition, % at 50 µM; 79,000 compounds, 9% hits;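 note: 0% = growth of vehicle-only cultures of the same strain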
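mec2-1 yeast strain, carrying an alteration in DNA damage repair or cell cycle control, was exposed to compounds; growth inhibition was measured relative to vehicle-treated controls.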
bub3: NCI yeast anticancer drug screen, S. cerevisiae bub3 mutant strain | growth inhibition, % at 50 µM | 78,000 compounds, 9.9% hits | AID 167;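 note: 0% = growth of vehicle-only cultures of the same strain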
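Inhibition values come from growth of compound-treated mutant yeast normalised to vehicle-treated controls.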
cln2 rad14: NCI yeast anticancer drug screen, S. cerevisiae cln2 rad14 strain | % growth inhibition at 50 µM | 78,000 compounds, 8.3% hits;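 note: 0% = growth of vehicle-only cultures of the same strain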
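Relative to vehicle controls, growth inhibition of compound-treated cln2 rad14 yeast was recorded.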
yeast sgs1 mgt1: NCI yeast anticancer drug screen, S. cerevisiae sgs1 mgt1 strain; growth inhibition, % at 50 µM; 78,000 compounds, 10% hits;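 note: 0% = growth of vehicle-only cultures of the same strain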
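Read-out: growth inhibition vs vehicle controls. Cells: mutant yeast strain deficient in DNA damage repair.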
mlh1 rad18: NCI yeast anticancer drug screen, S. cerevisiae mlh1 rad18 strain | % growth inhibition at 50 µM | 79,000 compounds, 11% hits | AID 175;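 note: 0% = growth of vehicle-only cultures of the same strain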
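Compound-treated yeast growth, normalised to vehicle controls. Strain bears defined DNA repair mutations.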
The depositor's hits bear a star; & = joins results of further samples. Cut-off read from the data, not from the text of the source: active = growth inhibition above about 70%; inactive = the rest.

item	mol	rad50	mec2-1	bub3	cln2 rad14	yeast sgs1 mgt1	mlh1 rad18
1	O=c1[nH]c2ccccc2c(O)c1Cc1ccccc1	0	12	-5	11	7	-3
2	O=C/C(Cl)=C\Nc1ccc(C(=O)O)cc1	0	2	0	-23	0	-11
3	CC(C)C(N)(C(=O)O)c1ccccc1 (stereo not drawn)	-20	-20	-15	-73	-52	-25
4	CS(=O)(=O)c1nnnn1-c1ccccc1	99*	99*	99*	97*	99*	100*
5	Nc1nc2ccccc2[nH]1	2	0	-12	1	-18	7
6	O=C(CSc1nnc(-c2ccc(N=Cc3ccc(Cl)cc3)cc2)o1)Nc1ccc([N+](=O)[O-])cc1	15	-8	-11	-54	15	15
7	O=c1[nH]nnc2ccccc12	3	5	18	5	2	-1
8	CCCCCCCCCCCCCC(=O)Oc1ccc([N+](=O)[O-])cc1	-3	0	-9	11	-13	14
9	COC1=CC(=O)C(C)=CC1=O	-2	3	16	7	4	8
10	Cc1ccc(NC(=O)NCc2ccco2)cc1[N+](=O)[O-]	9	-10	32	11	38	25
11	O=C(SC1=NCCN1)c1ccccc1	-18	11	3	52	-8	2
12	C(=C\c1cnnc2ccccc12)/c1ccco1	58	20	19	81*	29	40

5 entries from above, arranged by number of heavy atoms, rising:
item	mol	rad50	mec2-1	bub3	cln2 rad14	yeast sgs1 mgt1	mlh1 rad18
7	O=c1[nH]nnc2ccccc12	3	5	18	5	2	-1
3	CC(C)C(N)(C(=O)O)c1ccccc1 (stereo not drawn)	-20	-20	-15	-73	-52	-25
1	O=c1[nH]c2ccccc2c(O)c1Cc1ccccc1	0	12	-5	11	7	-3
10	Cc1ccc(NC(=O)NCc2ccco2)cc1[N+](=O)[O-]	9	-10	32	11	38	25
8	CCCCCCCCCCCCCC(=O)Oc1ccc([N+](=O)[O-])cc1	-3	0	-9	11	-13	14

Carrying on.
item	mol	rad50	mec2-1	bub3	cln2 rad14	yeast sgs1 mgt1	mlh1 rad18
13	OCCC(c1ccccc1)c1ccccc1	-10	6	-17	-24	-1	20
14	CCN(CC)Cc1ccc([NH-])c([NH-])c1.CCN(CC)Cc1ccc([NH-])c([NH-])c1.[Cl][Pt+2][Cl].[Cl][Pt+2][Cl].[Cl][Pt+2][Cl]	27	37	29	26	36	48
15	O=C(NC1C(=O)NNC1c1ccccc1Cl)c1ccccc1 (stereo not drawn)	14	-17	24	21	12	6
16	Cc1cc2c(-c3ccc(Cl)cc3)oc(-c3ccc(Cl)cc3)c2cc1C	-7	16	-15	3	-6	-10
17	Cc1cc(=O)c(CO)n[nH]1	9	15	3	7	4	20
18	COc1cccc(N2C(=O)C3c4[nH]c5ccc(C)cc5c4C4CCC(C(C)(C)C)CC4C3C2=O)c1 (stereo not drawn)	13	-20	1	3	13	-6
19	CC1=NN(C(=O)Cc2ccccc2)C(=O)/C1=C\c1ccco1	-38	-37	-26	-14	-48	-56
20	O=C(O)CSC(=S)c1ccccc1	16	20	-16	-6	4	-13
21	O=C1Nc2ccc(Br)cc2C1=O	97*	100*	99*	67	100*	100*
22	CC(C)C1=CC23CCC4C(C)(C(=O)O)CCCC4(C)C2CC1C1C(=O)N(CCCN(C)C)C(=O)C13 (stereo not drawn)	99*	99*	98*	98*	99*	99*
23	CC(=O)OC1CSc2ccccc2N(C(C)=O)C1 (stereo not drawn)	11	-9	0	-3	-13	11
24	CC(C)CCC(=O)OCC(=O)c1ccc(-c2ccccc2)cc1	9	-13	24	-1	7	9
25	O=C(OC(c1ccccc1)c1ccc2ccccc2n1)c1ccccc1 (stereo not drawn)	5	0	2	-26	4	-29
26	ClC(Cl)(Cl)C(=NNc1ccccc1)C(Cl)(Cl)Cl	0	16	31	50	30	70
27	CCCCCCCCCCCC(=O)NCC(=O)O	-13	13	-12	-26	-14	6
28	CCN(CC)CCCC(CCl)Nc1ccnc2cc(Cl)ccc12 (stereo not drawn)	15&27	-14&-5	4&1	2&11	-1&5	-4&-10
29	N#CC1(Cl)CC2CC1C1N=NN(c3ccccc3)C21 (stereo not drawn)	-25	-15	26	-58	0	1
30	COc1ccc(-c2c(C#N)c(N)n(C3OC(COC(C)=O)C(OC(C)=O)C(OC(C)=O)C3OC(C)=O)c(=S)c2C#N)cc1 (stereo not drawn)	55	52	-8	30	21	42

Another view of some results above:
Each structure is followed by: rad50 | mec2-1 | bub3 | cln2 rad14 | yeast sgs1 mgt1 | mlh1 rad18
26. ClC(Cl)(Cl)C(=NNc1ccccc1)C(Cl)(Cl)Cl
    0 | 16 | 31 | 50 | 30 | 70
27. CCCCCCCCCCCC(=O)NCC(=O)O
    -13 | 13 | -12 | -26 | -14 | 6

In the list so far, these have four or more nitrogen atoms:
item	mol	rad50	mec2-1	bub3	cln2 rad14	yeast sgs1 mgt1	mlh1 rad18
4	CS(=O)(=O)c1nnnn1-c1ccccc1	99*	99*	99*	97*	99*	100*
6	O=C(CSc1nnc(-c2ccc(N=Cc3ccc(Cl)cc3)cc2)o1)Nc1ccc([N+](=O)[O-])cc1	15	-8	-11	-54	15	15
14	CCN(CC)Cc1ccc([NH-])c([NH-])c1.CCN(CC)Cc1ccc([NH-])c([NH-])c1.[Cl][Pt+2][Cl].[Cl][Pt+2][Cl].[Cl][Pt+2][Cl]	27	37	29	26	36	48
29	N#CC1(Cl)CC2CC1C1N=NN(c3ccccc3)C21 (stereo not drawn)	-25	-15	26	-58	0	1
30	COc1ccc(-c2c(C#N)c(N)n(C3OC(COC(C)=O)C(OC(C)=O)C(OC(C)=O)C3OC(C)=O)c(=S)c2C#N)cc1 (stereo not drawn)	55	52	-8	30	21	42
